Screening results deposited in PubChem BioAssay by several laboratories.
14-3-3 Bad PPI: disrupts binding of bovine 14-3-3 zeta to phospho-Bad peptide | TR-FRET 14-3-3zeta/Dy647-pBad peptide displacement, 1 h | AID 781 | P63103 | inhibition, % at 21.7 µM | actives 0.71% (n = 220,000);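 active = inhibition above about 70%, limit read from the data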;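 note: 0% = full 14-3-3 plus peptide FRET controls and 100% = background without 14-3-3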
Rad51 HR inh: blocks human Rad51 in homologous recombination | Q06609 | actives 0.085% (n = 200,000) | inhibition, % at 10 µM | hRad51 DNA strand exchange, fluorescence dequenching;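 active = inhibition above 40% at the single screening dose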;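 note: 0% = DMSO control wells and 100% = blanks with heterologous ssDNA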
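System: hRad51 filaments on single-stranded DNA; reagent: Fluorescein- and BHQ1-tagged 47-mer duplex; compound dosing: one concentration, 10 µM final; timing: filaments 15 min 37 °C, then compound 30 min; measured by: fluorescein emission 520 nm, excitation 485 nm; benchmarks: per-plate controls and blanks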
hK5 inh: kallikrein 5 (human) inhibition | AID 873 | recombinant hK5, fluorogenic AMC substrate cleavage | inhibition, % at 5 µM | actives 0.59% (n = 210,000);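 active = inhibition of 40% or more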;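 note: 0% = enzyme controls without compound and 100% = no-enzyme blanks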
Wee1 degr inh: inhibitors of human Wee1 degradation. HeLa Luc-Wee1K328M stability, luciferase luminescence; 100% = proteasome inhibitor MG132 effect. actives 1.2% (n = 220,000). AID 1321. reporter increase, % at 5 µM. P30291;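 active = activation above the mean of all tested compounds plus 3 SD, set per screening run, cut at about 8.8% in these data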;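 note: cells exposed to compound for 20 h before luminescence read; 0% = DMSO alone and 100% = MG132 at 30 µM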
FXIIa inh 1536: inhibitors of human coagulation factor XIIa; P00748; purified FXIIa, Boc-QGR-AMC fluorogenic substrate, 2 h; actives 0.3% (n = 220,000); inhibition, % at 5 µM; in the data active = inhibition above about 40%;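 note: 0% = enzyme with no compound and 100% = blank without enzyme; many of its hits are not listed in these tables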
eIF4E-4G inh: eIF4E/eIF4G interaction inhibition in translation initiation; P63073+Q04637; TR-FRET eIF4E-eIF4GI(517-606) binding, 2 h; inhibition, % at 21.7 µM; actives 0.37% (n = 220,000);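 active = inhibition above about 30%, limit read from the data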;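 note: 0% = full FRET control wells and 100% = background wells lacking eIF4GI fragment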
Target sequence (P63073 whole entry, looked up, the tested form may be a part): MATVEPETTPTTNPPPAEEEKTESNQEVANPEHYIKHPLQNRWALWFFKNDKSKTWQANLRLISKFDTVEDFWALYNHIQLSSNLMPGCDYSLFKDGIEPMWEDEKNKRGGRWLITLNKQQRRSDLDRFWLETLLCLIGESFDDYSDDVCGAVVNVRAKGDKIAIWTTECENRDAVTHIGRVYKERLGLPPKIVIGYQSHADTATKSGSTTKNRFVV
Target sequence (Q04637 whole entry, looked up, the tested form may be a part): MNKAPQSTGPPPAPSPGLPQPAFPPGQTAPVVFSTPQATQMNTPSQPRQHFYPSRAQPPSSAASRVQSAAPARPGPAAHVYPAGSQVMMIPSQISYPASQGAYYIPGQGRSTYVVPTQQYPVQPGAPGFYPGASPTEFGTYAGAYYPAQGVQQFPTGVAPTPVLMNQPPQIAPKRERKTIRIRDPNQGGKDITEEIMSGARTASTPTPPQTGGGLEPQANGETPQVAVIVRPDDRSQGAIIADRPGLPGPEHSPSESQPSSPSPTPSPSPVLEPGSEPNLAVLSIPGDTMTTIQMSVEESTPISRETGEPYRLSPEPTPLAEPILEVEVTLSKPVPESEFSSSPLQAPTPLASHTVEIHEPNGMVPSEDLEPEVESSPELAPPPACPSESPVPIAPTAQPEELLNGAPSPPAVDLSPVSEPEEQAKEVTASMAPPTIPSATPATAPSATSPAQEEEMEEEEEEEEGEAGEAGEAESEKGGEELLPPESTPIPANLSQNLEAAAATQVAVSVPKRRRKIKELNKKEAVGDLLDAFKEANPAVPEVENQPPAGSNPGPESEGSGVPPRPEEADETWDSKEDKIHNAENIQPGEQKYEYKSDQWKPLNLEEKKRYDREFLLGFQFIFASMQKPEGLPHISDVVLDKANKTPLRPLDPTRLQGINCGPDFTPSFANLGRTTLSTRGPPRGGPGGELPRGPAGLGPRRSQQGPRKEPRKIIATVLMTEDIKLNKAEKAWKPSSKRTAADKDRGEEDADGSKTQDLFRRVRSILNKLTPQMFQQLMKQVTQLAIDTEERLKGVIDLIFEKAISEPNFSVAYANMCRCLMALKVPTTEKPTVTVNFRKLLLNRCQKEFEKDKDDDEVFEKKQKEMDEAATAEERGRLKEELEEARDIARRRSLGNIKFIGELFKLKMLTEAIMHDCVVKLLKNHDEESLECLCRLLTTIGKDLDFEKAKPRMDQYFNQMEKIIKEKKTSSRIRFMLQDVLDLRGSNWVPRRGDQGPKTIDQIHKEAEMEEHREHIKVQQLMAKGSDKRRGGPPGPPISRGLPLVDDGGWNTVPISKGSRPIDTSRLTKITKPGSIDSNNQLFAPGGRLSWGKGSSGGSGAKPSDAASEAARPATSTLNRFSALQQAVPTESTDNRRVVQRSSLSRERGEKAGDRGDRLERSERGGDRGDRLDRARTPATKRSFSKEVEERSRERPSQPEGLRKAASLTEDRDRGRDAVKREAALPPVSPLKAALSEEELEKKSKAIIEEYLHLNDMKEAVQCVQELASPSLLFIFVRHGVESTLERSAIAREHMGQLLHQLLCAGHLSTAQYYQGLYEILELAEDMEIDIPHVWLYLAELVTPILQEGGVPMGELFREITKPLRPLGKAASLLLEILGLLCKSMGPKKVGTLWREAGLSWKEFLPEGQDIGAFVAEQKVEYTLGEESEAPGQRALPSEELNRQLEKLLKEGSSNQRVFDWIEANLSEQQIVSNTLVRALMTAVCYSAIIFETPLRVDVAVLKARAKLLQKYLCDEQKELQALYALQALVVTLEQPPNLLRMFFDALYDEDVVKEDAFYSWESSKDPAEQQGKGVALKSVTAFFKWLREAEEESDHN
MDM2 E3 inh: blocks human Mdm2 ubiquitin ligase activity. cell-based MDM2 ubiquitination luciferase reporter, 2 h; 0 = plate control, 100 = twice control, blank-subtracted. signal enhancement, % at 5 µM. actives 0.11% (n = 210,000). AID 1230;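 active = signal enhancement of 30% or more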;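 note: luminescence tracks abundance of the self-degrading MDM2-luciferase fusion protein; higher signal means inhibition of MDM2 E3 ligase activity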
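Timing – 2 h compound exposure at 37 °C · Assay system – mammalian cells stably expressing self-ubiquitinating, self-degrading MDM2 E3–luciferase fusion · Amount – 2000 cells seeded into each well · Measure – % luminescence enhancement versus blank-corrected plate control mean · Measured by – SteadyLite luminescence, 15 min reagent step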
FXIa inh: inhibitors of human coagulation factor XIa; inhibition, % at 5 µM; purified FXIa, Boc-Glu-Ala-Arg-AMC fluorogenic substrate; actives 0.14% (n = 220,000);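 active = inhibition of at least 40%; inactive = inhibition below 40%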;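 note: fluorescence of freed AMC excited at 355 nm; 0% = enzyme without compound and 100% = no enzyme blank; many of its hits are not listed in these tables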
p97 ATPase inh: inhibitors of human p97 ATPase; actives 0.42% (n = 220,000); recombinant p97 ATPase, Kinase-Glo ATP luminescence, 3 h; P55072; inhibition, % at 8 µM; AID 1481; in the data active = inhibition above about 15%;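 note: 0% = DMSO vehicle and 100% = wells lacking enzyme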
The depositor's hits bear a star; . = not tested or not shown; & = joins results of further samples; [ ] = dose if it differs, or a comment.

SMILES	14-3-3 Bad PPI	Rad51 HR inh	hK5 inh	Wee1 degr inh	FXIIa inh 1536	eIF4E-4G inh	MDM2 E3 inh	FXIa inh	p97 ATPase inh
Cc1cccc(N(C(=O)CNC(=O)c2cccs2)C(C(=O)NC2CCCC2)c2cccnc2)c1 (stereo not drawn)	-3	-5	-14	-2	9	5	-18	-6	1
CCOC(=O)C1CCCN(S(=O)(=O)c2cccs2)C1 (stereo not drawn)	-2	-7	-9	5	-1	-3	-4	-1	-1
CC1CCN(CCC(=O)NN)CC1	-18	36	-6	1	6	-5	-3	-3	1
CCOC(=O)C1CCN(C(=O)c2c(C)oc3c2C(=O)c2ccccc2C3=O)CC1	-6	5	-1	-1	18	-1[fluorescence artefact?]	.	10	6
COc1cccc(NC(=O)C2CC(=O)OC23CCOC(C)(C)C3)c1 (stereo not drawn)	2	2	1	24*	3	3	-8	-3	0
COc1ccc(NC2=Nc3ccccc3N3C2=Nc2c(c(C)nn2-c2ccc(C)cc2)C3c2cccnc2)cc1 (stereo not drawn)	-15[fluorescence artefact?]	-3	5	0	8	-4	-14	6	5
Cc1cccc2sc(NC(=O)C3CCCN(S(=O)(=O)c4cccc5nonc45)C3)nc12 (stereo not drawn)	-15[fluorescence artefact?]	0	-24	1	-1	14[fluorescence artefact?]	-15	3	1
CCOc1ccc(S(=O)(=O)NCCC(=O)OCN2C(=O)c3ccccc3C2=O)cc1	1	-1	-18	-3	7	4	-3	-2	-1
COc1ccc(/C(O)=C/Sc2nnc(Cc3ccccc3)o2)cc1	-9	.	-7	-3	9	-4	-18	-1	-2
CCc1nnc(NC(=O)CSc2nnc(-c3cc4ccccc4cc3O)n2CCOC)s1	-16	-5	-10	0	8	5	.	0	17*
CCN(CC)c1ccc(NC(=O)Nc2cccc(C(C)=O)c2)cc1	-7	-1	-17	-1	5	5	-12	-12	1
O=C(NC1CCCCC1)c1ccc(N2CCCC2=O)cc1	1	1	14	0	-13	5	-13	-3	3
COC(=O)c1cn(C(=O)c2ccc(C)cc2)c2ccccc12	-1	5	-2	2	5	-1	1	-4	1
CCOc1ccc2c(c1)c(N=Nc1cccc(C(=O)O)c1)c(O)n2C	-24	7	-22	-2	8	-1[fluorescence artefact?]	-17	-1	3
CC(=O)N1c2c(cc(Br)cc2S(=O)(=O)N2CCN(C(=O)c3ccco3)CC2)CC1C (stereo not drawn)	2	4	-24	0	13	-1	-9	11	1
Cc1nc(NC(=O)C2CCCC2)sc1Cc1ccc2c(c1)OCO2	-11[fluorescence artefact?]	.	-8	0	16	9	4	7	4
COc1cc(CNn2nnnc2N)ccc1OCC(=O)NC(C)(C)C	1[fluorescence artefact?]	-6	-2	-1	9	0	-12	0	0
Cc1cc2nc(C)n(CCCNC(=O)Nc3cccc4ccccc34)c2cc1C	22	-6	-9	5	30	-8	-10	23	-9
COC(=O)c1cc(NCc2c(F)cccc2Cl)ccc1N1CCOCC1	3	.	-6	-2	11	-2	-16	1	7
O=C(NC(C(=O)O)c1ccccc1)c1ccc(S(=O)(=O)N2CCOCC2)cc1 (stereo not drawn)	-2[fluorescence artefact?]	-3	-8	-2	9	0[fluorescence artefact?]	-1	0	4
O=S(=O)(Nc1ccc(Cc2ccncc2)cc1)c1ccc(Cl)s1	-13	-2	-11	1	7	5[fluorescence artefact?]	-9	0	4
O=C(N/C=C/c1ccccc1)Nc1ccc(Cl)cc1	-13	1	4	2	10	-1	-17	-1	3
CC(C)(C)C(C(=O)O)N1CCS(=O)(=O)CC1 (stereo not drawn)	0	-5	-4	1	7	-2	-1	-9	2
COc1ccccc1NS(=O)(=O)c1cccc(NC(=O)Nc2ccc(Cl)cc2)c1	0	-29	-4	1	1	1	-2	-4	0
O=C(Nc1ccc2c(c1)OCCO2)C1CCCN(c2ncccn2)C1 (stereo not drawn)	3[fluorescence artefact?]	-1	-3	1	2	-5	-13	-4	1
Cc1cc(OC(C)C(=O)N/N=C/CC(C)c2ccccc2)ccc1Cl (stereo not drawn)	-2	-2	-3	0	17	8	-5	-4	2
O=C(Oc1c(-c2ccccc2)c(=O)n2c3c(cccc13)CC2)c1ccc(Cl)cc1	0	-3	17	-2	8	0	-8	3	-6
O=C(NC(=S)NNS(=O)(=O)c1ccc(Cl)cc1)c1cccnc1	-24	.	.	-2	10	-1	.	3	4
CCN1CCN(C(=S)Nc2ccsc2C(=O)OC)CC1	5	4	-14	-3	2	1	-10	2	0
CCOc1ccc(NC(=O)C2CCCN(S(=O)(=O)c3c(C)nn(C)c3C)C2)cc1 (stereo not drawn)	1[fluorescence artefact?]	-2	-6	-1	-2	-3[fluorescence artefact?]	-9	-7	-2

p97 ATPase inh: hit marks shown above
| Molecule | 14-3-3 Bad PPI | Rad51 HR inh | hK5 inh | Wee1 degr inh | FXIIa inh 1536 | eIF4E-4G inh | FXIa inh | p97 ATPase inh |
| --- | --- | --- | --- | --- | --- | --- | --- | --- |
| CCc1nnc(NC(=O)CSc2nnc(-c3cc4ccccc4cc3O)n2CCOC)s1 | -16 | -5 | -10 | 0 | 8 | 5 | 0 | 17* |

Continued.
SMILES	14-3-3 Bad PPI	Rad51 HR inh	hK5 inh	Wee1 degr inh	FXIIa inh 1536	eIF4E-4G inh	MDM2 E3 inh	FXIa inh	p97 ATPase inh
Cc1ccc2cc3c(nc2c1)N(Cc1ccco1)CC3	8	3	3	-2	13	11	-10	0	2
CCNCc1ccc(OCc2cccs2)c(OCC)c1	-7	-4	7	-2	7	1	-2	-1	1
CC1C2Cn3c(nc4ccccc43)C1N(C(C)C)O2 (stereo not drawn)	-5	-10	1	.	8	-6	-6	1	.
CCc1ccc(S(=O)(=O)NCCc2cn3ccccc3n2)s1	-4	-5	-5	-2	-4	3	-22	-14	-10
CC(C)(Oc1ccc(-c2ccco2)cc1)C(=O)O	.	3	2	-2	15	.	-1	0	1
COCCNC(=O)CN1c2ccccc2CC1C (stereo not drawn)	4[fluorescence artefact?]	-3	1	6	-1	1[fluorescence artefact?]	5	-10	-3
COc1ccc(NC(=O)Cn2c3ccccc3c3nc4n(c(=O)c32)CCS4)cc1	6	-3	-2	-2	0	3	4	0	6
O=C(CN1CCN(Cc2ccccc2)CC1)N/N=C/C=C/c1ccco1	-5[fluorescence artefact?]	-6	-3	0	5	1	-7	-3	1
COC(=O)Cc1c(O)ccn(Cc2ccc(Cl)c(Cl)c2)c1=O	-13	5	-10	-2	-2	5	-7	-12	6
CCCCCC(=O)Nc1ccc2oc(-c3ccncc3)nc2c1	-9	0	-1	0	7	-9	-13	2	2
CC(=O)NCCc1nc2ccccc2[nH]1	-7	-8	-3	0	-6	4	-22	-16	-2
CC1CCCCC1NC(=O)COC(=O)c1ccccn1 (stereo not drawn)	4	0	-5	-2	12	0	2	3	0
O=C(Cn1cnc2c(nnn2Cc2ccccc2F)c1=O)N1CCN(c2ccccc2)CC1	-10[fluorescence artefact?]	-6	-9	3	19	6	.	10	2
Cc1ccc(OCCNC(=O)C2CC(=O)N(c3ccc(C)cc3)C2)cc1 (stereo not drawn)	2	-1	4	-1	18	-2	-4	9	-1
CN(CCCCN1CCOCC1)Cc1nc(-c2ccc3c(c2)OCO3)no1	-4	15	.	2	10	0	3	0	2
COCC(=O)Nc1c(C(=O)Nc2ccccc2OC)oc2ccccc12	-10	1	-14	1	-16	-5	-13	-15	3
COc1ccc(CNc2nc(NCc3ccc(OC)cc3)n(S(C)(=O)=O)n2)cc1	-3	2	-8	-2	2	-1	-15	-4	2
Cc1[nH]n(C)c(=O)c1N=Nc1ccc(S(C)(=O)=O)cc1	5	11	-3	2	2	4	-3	-4	-1
Cc1c(Cl)cccc1S(=O)(=O)N1CCC(C(=O)NNC(=O)C2CC2)CC1	-7	2	1	1	4	-1	-2	-3	3
Cc1ccc(C(=O)NC(C)C(c2cccs2)N2CCCC2)s1 (stereo not drawn)	0	-2	16	2	.	-3	-91	37	-3
CC1(C)C(=O)Nc2ccccc2N1C(=O)CSc1ncccn1	10	-1	18	1	22	3	-21	0	-7
O=C1Cc2cc(CCN3CCN(c4nsc5ccccc45)CC3)c(Cl)cc2N1	13	.	.	-1	.	3	.	.	8
CCCc1nc2n[nH]c(N)c2c2c1CCC2	-4[fluorescence artefact?]	-5	-4	2	55*	9	-19	35	-2
O=C(NCc1cccnc1)c1ccc(COc2ccccc2Cl)cc1	-15	8	-7	-3	2	3	-17	-3	2
COC(C[C@@H](O)[C@@H](C)[C@H](O)COCc1ccccc1)OC	2	-2	-2	.	2	1	5	-4	.
O=C(NC(=S)Nn1cnnc1)c1ccccc1Cl	-6	-1	48*	0	28	-12	-32	34	-1
CCn1nnnc1SCC(=O)N(C1CCCCC1)C1CCCCC1	-14	-3	5	0	18	3	15	5	-5
Cc1nc2ccc(NC(=O)c3ccco3)cc2s1	6	-5	19	-3	27	4	-88	29	-7
C=CCc1cccc2cc(C(=O)Nc3ccc(NC(C)=O)cc3)c(=O)oc12	4	11	11	-3	13	-5	-7	1	0
N#Cc1ccc(N2Cc3ccccc3C2=NC(=O)c2cccnc2Cl)cc1	-16	9	-13	0	2	3	-5	-8	-1
C=CCSc1nc2c(c(=O)n(C)c(=O)n2C)n1CC	14	3	-13	-2	9	4	-12	2	2
O=C1CCCC2=C1C(c1cccs1)n1nc(SCc3ccccc3F)nc1N2 (stereo not drawn)	-1	4	-1	2	0	6	-4	-4	2
COc1ccc(CNCCC(c2ccc(OC(C)C)cc2)C(C)C)cc1OC (stereo not drawn)	-3	7	0	1	-1	-1	-25	-9	0
OC(CCN1CCOCC1)(c1ccc(Cl)cc1)C1CCCCC1 (stereo not drawn)	0	2	-12	-1	-17	-7	-9	-6	-7
CCS(=O)(=O)N1CCC(C(=O)NCCc2ccc(OC)c(OC)c2)CC1	10	-6	-5	-1	10	4[fluorescence artefact?]	-8	-1	1
O=C(CN(Cc1ccccc1F)C(=O)c1ccco1)NCc1ccc(F)cc1	4	5	4	-1	10	-7	-3	-6	7
CCSc1oc(-c2ccco2)nc1S(=O)(=O)c1ccccc1	8	13	-4	0	3	6	-19	1	-2
CCc1cc(=O)oc2cc(OC(C)C(=O)O)c(Cl)cc12 (stereo not drawn)	-1	6	2	3	15	-17	0	1	3
CCOc1ccccc1N(CC(=O)N1CCOCC1)S(=O)(=O)c1ccc(SC)cc1	5[fluorescence artefact?]	-1	-5	1	6	2	-16	1	0
C=CCn1c(CC#N)nnc1N1CCOCC1	44[fluorescence artefact?]	3	-2	-2	-4	3[fluorescence artefact?]	-3	-7	7
O=C(CN1CCOCC1)N1CCN(S(=O)(=O)c2ccccc2)C1c1ccccc1 (stereo not drawn)	11	-7	12	5	10	4	-5	-3	0
Cc1cc(NC(=O)c2cccc(S(=O)(=O)N3c4ccccc4CC3C)c2)no1 (stereo not drawn)	1	.	3	3	11	-9	.	3	2
O=C(Nc1ccc(SC(F)F)cc1)c1cccc2nc3ccccc3nc12	-5	0	0	0	15	-2	-15	6	5
CN1C(C(=O)Nc2ccccn2)=C(O)c2ccccc2S1(=O)=O	2&0	-1&0	-8	4&-1	11	-3&0	.	10	11&-2
